Compound activity (PubChem)
Pin1 inhibitor – inhibitors of human Pin1 | AID 504891 | 0.009% of 390,000 active | Potency, µM (titrated, usually from 115 µM), for the others: top-dose activity, negative = inhibition, usual class: inhibitors | Pin1 FP peptide displacement, HiFluor488, 10 min; active means well fitted inhibition curve with a large enough effect in the polarisation, with a control signal flat, not every such curve was filed as active; inconclusive means small, poorly fitted or top-dose-only effect, or effect the other way, or a change in a side signal; inactive means no such curve, though single readings can be large or run the other way; the % refers to the polarisation; further: on the % scale 0 is the no-effect control and ±100 the full control effect
GLS inh – inhibitors of human glutaminase (GLS). O94925. GLS enzymatic activity, qHTS titration. Potency, µM (top dose mostly 45.5 µM), inactives show at the top dose activity change, negative = inhibition, usual class: inhibitors. 0.21% of 410,000 active. AID 624170; further: on the % scale 0 is the no-effect control and ±100 the full control effect
Target sequence (O94925 whole entry, looked up): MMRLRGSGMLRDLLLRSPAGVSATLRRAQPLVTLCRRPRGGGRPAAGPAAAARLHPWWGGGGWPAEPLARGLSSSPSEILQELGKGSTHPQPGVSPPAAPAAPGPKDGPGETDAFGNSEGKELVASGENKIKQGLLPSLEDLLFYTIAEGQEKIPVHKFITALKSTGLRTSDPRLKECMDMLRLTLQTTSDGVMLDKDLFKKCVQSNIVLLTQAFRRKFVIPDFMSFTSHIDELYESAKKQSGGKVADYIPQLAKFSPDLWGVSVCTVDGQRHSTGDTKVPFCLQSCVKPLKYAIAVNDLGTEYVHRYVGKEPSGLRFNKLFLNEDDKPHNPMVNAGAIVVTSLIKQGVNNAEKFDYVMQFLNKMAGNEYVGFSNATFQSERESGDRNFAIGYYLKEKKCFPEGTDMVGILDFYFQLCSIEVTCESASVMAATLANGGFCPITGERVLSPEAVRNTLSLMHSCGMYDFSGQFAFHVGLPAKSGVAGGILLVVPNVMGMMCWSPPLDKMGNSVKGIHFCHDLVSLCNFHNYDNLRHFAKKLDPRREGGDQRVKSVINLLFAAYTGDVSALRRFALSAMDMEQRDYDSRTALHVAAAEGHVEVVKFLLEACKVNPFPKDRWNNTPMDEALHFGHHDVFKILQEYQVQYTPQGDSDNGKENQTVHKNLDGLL
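hKGA in 45 mM KH2PO4 (pH 8.2), 0.02% Tween-20 with compound, then 1mM L-Glutamine (stock as added) plus glutamate oxidase/HRP/Amplex red coupling mix. Fluorescence read initially and after 30 min at RT; signal change reflects glutamate formation.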
JMJD2A Tudor – JMJD2A Tudor domain (human) inhibition; O75164; AlphaScreen JMJD2A-Tudor / H3K4me3 peptide binding; Potency, µM (highest dose often 114 µM), for inactives: at the highest dose activity change, negative = inhibition, most hits filed as inhibitors; 4.4% of 390,000 active; AID 504339; further: on the % scale 0 is the no-effect control and ±100 the full control effect; nearly all actives have a fitted effect of over 50% in size
ERG Ets-DNA blk – inhibitors of human ERG Ets domain-DNA interaction; P11308; fluorescence polarization, His-ERG Ets domain / labelled DNA; 0.028% of 370,000 active; Potency, µM (doses to about 76.9 µM), inactives show top-dose FP activity, negative = inhibition, hits mostly inhibitors; active means well fitted inhibition curve with a large enough effect in the polarisation, with a control signal flat; inconclusive means small, poorly fitted or top-dose-only effect, or effect the other way, or a change in a side signal; inactive means no such curve, though single readings can be large or run the other way; the % refers to the polarisation;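 further: polarization taken with two DNA probes labelled with fluorescein and Texas red; % of control where 0% means no effect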
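His-tagged ERG Ets domain (1 uM in the protein solution; 300mM KCl, 50mM Tris-HCl, 1mM EDTA, 1mM DTT, pH 7.5) received compound, then a probe mix of 5 nM fluorescein-DNA and 100nM Texas-615-DNA. Fluorescence polarization was read for both dyes.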
HP1b binding inh – inhibitors of HP1-beta chromodomain binding to methylated histone tails | P83916 | AlphaScreen HP1-beta / biotin-H3K9me3 peptide binding | Potency, µM (doses to about 114 µM), for the others: top-dose activity change, negative = inhibition, hits mostly inhibitors | AID 540317 | 0.56% of 390,000 active; further: nearly all actives have a fitted effect of over 70% in size; inactives centre near 23
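HP1-beta protein (50 nM final) preincubated 30 min at room temperature with biotinylated H3(1-18)K9me3 peptide (50 nM) in PBS pH 7.4, 0.01% Tween-20, then compound added for 30 min. AlphaScreen streptavidin donor/nickel chelate acceptor beads (10 ug/mL final), 30 min dark, luminescence read.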
TrxR1 inh – blocks rat thioredoxin reductase 1; O89049; recombinant rTrxR1, NADPH fluorescence consumption, selenite substrate; Potency, µM (series often up to 114 µM), inactives show at the highest dose activity change, negative = inhibition, actives largely listed as inhibitors; 1% of 390,000 active; further: on the % scale 0 is the no-effect control and ±100 the full control effect; nearly all actives have a fitted effect of over 65% in size
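Rat TrxR1 (90 nM in the dispensed reagent) was pre-reduced with 400 uM NADPH for 5 min at room temperature, then incubated with compound for 15 min. After 400 uM selenite was added, NADPH fluorescence (Ex 340/Em 450 nm) was followed for 8 min.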
12-LOX inh – ALOX12 (human) lipoxygenase inhibition. P18054. purified 12hLO, xylenol orange hydroperoxide absorbance. Potency, µM (series often up to 108 µM), for the others: at the top dose activity change, negative = inhibition, actives largely listed as inhibitors. 1.1% of 580,000 active. AID 1671190; further: on the % scale 0 is the no-effect control and ±100 the full control effect
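Purified human 12hLO at 150 nM in 25 mM Hepes, 0.01% Triton X-100, pH 7.0, preincubated 15 min at room temperature with compound. Reaction started with 40 uM arachidonic acid, 30 min at room temperature. Hydroperoxide measured by Fe-xylenol orange, 573/405 nm absorbance ratio.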
RGS4 inhibitor – blocks human RGS4-accelerated GTP hydrolysis | Transcreener GDP fluorescence polarization, RGS4-accelerated GTP hydrolysis | 0.039% of 390,000 active | Potency, µM (titrated, usually from 114 µM), without a hit: at the highest dose activity change, negative = inhibition, usual class: inhibitors; further: on the % scale 0 is the no-effect control and ±100 the full control effect; nearly all actives have a fitted effect of over 75% in size; some results filed as inactive show a strong effect at the top dose
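MLSMR compounds (23 nl, pin-transferred) preincubated 10 min at room temperature with a 500nM (2x) first reagent, then RGS4 at 900nM (2x) plus Transcreener GDP mix added; fluorescence polarization (620/688 nm) read before and after 90 min at 30 °C.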
PGK inhibitor – T. brucei PGK inhibition; P07378; PGK/GAPDH coupled, Kinase-Glo luminescence, 60 min; Potency, µM (titrated, usually from 57.5 µM), for the others: at the highest dose activity change, negative = inhibition, actives largely listed as inhibitors; 0.043% of 380,000 active; AID 602233; further: on the % scale 0 is the no-effect control and ±100 the full control effect; nearly all actives have a fitted effect of over 60% in size
Target sequence (P07378 whole entry, looked up): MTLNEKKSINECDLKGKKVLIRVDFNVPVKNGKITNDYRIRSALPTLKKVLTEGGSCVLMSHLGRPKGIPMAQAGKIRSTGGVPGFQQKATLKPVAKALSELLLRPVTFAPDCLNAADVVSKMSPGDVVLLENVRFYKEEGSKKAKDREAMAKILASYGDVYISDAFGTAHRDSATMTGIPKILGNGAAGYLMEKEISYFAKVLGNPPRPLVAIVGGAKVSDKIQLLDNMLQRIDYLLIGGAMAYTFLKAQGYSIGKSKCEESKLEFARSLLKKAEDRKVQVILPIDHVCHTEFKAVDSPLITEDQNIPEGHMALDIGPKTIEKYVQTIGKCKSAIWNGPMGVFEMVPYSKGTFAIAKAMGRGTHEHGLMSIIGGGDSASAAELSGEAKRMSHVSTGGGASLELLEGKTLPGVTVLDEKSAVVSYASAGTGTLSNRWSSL
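Recombinant glycosomal PGK reaction used 1,3-bisphosphoglycerate generated in-well by GAPDH (100nM final) in 100mM TEA pH 7.6, 5mM MgCl2, 0.01% Tween-20. After 60 minutes at room temperature, ATP was read by Kinase-Glo Plus luminescence end-point.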
Starred values were filed as active, the others as inactive; i = inactive; ? = inconclusive; · = not tested or not shown; & = joins results of further samples; [ ] = another dose, or the depositor's remark. Unless noted, the call rests on the fitted dose curve; in most records, active means well fitted curve in the direction sought with a large enough effect; inconclusive means small, poorly fitted or top-dose-only effect, or another doubt; inactive means no such curve, though single readings can be large; an effect the other way counts as inactive or inconclusive. Potency means the concentration at half of the fitted maximal effect. Only part of the results is shown, so the mix of outcomes need not match the whole.

SMILES	Pin1 inhibitor	GLS inh	JMJD2A Tudor	ERG Ets-DNA blk	HP1b binding inh	TrxR1 inh	12-LOX inh	RGS4 inhibitor	PGK inhibitor
COc1ccc(-c2n(CC(=O)OC3CC(C)CCC3C(C)C)c3ccccc3[n+]2C)cc1 (stereo unspecified)	6%	-19%	-11%	?	24%	29%[57.1 µM]	-13%	7%	-1%
CC(C)Oc1ccc(C(=O)Nc2nc3c(s2)CC(C(C)(C)C)CC3)cc1 (stereo unspecified)	6%	-11%	-25%	5%	12%	9%	?	13%	1%
O=C(NCc1cccc(Cl)c1)C1CCC(=O)N(CCCN2CCCC2=O)C1 (stereo unspecified)	-5%	-2%	-1%	-8%	35%	11%	44%[activator]	11%	-5%
CC(=O)c1ccc(N2CCN(c3ncccn3)CC2)c([N+](=O)[O-])c1	-8%	14%	-24%	7%	-4%	2%	-1%	5%	2%
O=C(CCNC(=O)c1ccc([N+](=O)[O-])cc1)NC1CCCCC1	3%	-2%	-22%	9%	-13%	12%	-4%	7%	-7%
O=C(N1CCOCC1)N1CCN(S(=O)(=O)c2ccccc2)C1	-11%	4%	?	-4%	8%	-7%	0%	20%	-7%
CN(C)C(=O)CN(c1ccc(F)c(Cl)c1)S(C)(=O)=O	0%	-5%	-2%	·	2%	22%[57.1 µM]	5%	13%	·
COc1ccc(C(=O)N2CCC(C(=O)O)CC2)cc1	-12%	-3%	-4%	-5%	19%	17%[57.1 µM]	-10%&18%	10%	-6%
CN(C)CCNc1nc2sc3c(c2c(=O)n1-c1ccc(F)cc1)CCCCC3	6%	-12%	-19%	1%	-18%	10%[57.1 µM]	?	-39%	-10%
CC(C)C[C@H](N)c1cn([C@@H](Cc2cc3ccccc3[nH]2)C(=O)N2CCNCC2)nn1	0%	11%	?	-1%	13%	?	-4%	-9%	2%
Cc1noc(NS(=O)(=O)c2ccc(NC(=O)NC(C)(C(F)(F)F)C(F)(F)F)cc2)c1C	1%	5%	-19%	1%	26%	-10%	15%	26%	·
CC1Cn2c(CCc3ccccc3)nnc2S1 (stereo unspecified)	-6%	0%	-7%	·	14%	1%	8%	-6%	-4%
COC1=C(Nc2ccc(O)cc2)C(=O)c2ccccc2C1=O	0%	7.9µM*	45µM*	1%	50µM*	?	?	-17%	-14%
COc1ccc(Nc2oc(-c3ccccc3)nc2C#N)cc1	-1%	1%	-14%	-1%	32%	8%	-5%	13%	6%
O=C(CC12CC3CC(CC(Br)(C3)C1)C2)NC1CCCC1	5%	0%	6%	-4%	23%	7%	3%	4%	7%
COc1ccc(CC2NCCC3(O)CCCCC23)cc1 (stereo unspecified)	-6%	6%	-4%[57.1 µM]	-9%	50%[activator]	8%	0%	-4%[56.9 µM]	i
CCCCN(C(=O)Cn1nnc2ccccc21)C(C(=O)NCCOC)c1ccccc1 (stereo unspecified)	0%	11%	11%[57.1 µM]	11%	47%[activator]	-9%	56%[activator]	10%[56.9 µM]	-1%
COc1ccccc1CCN1COc2c(cc3c(C)c(C)c(=O)oc3c2C)C1	?	27%	-17%	4%	78%[activator]	89µM*	?	-22%	0%
CN(C(=O)CSc1n[nH]c(-c2cccs2)n1)C1CCS(=O)(=O)C1 (stereo unspecified)	-5%	1%	-12%	2%	32%	-4%	1%	5%	-1%
Cc1ccc(NS(=O)(=O)c2ccc(C(=O)N3CCCCCC3)cc2)cc1	-3%	16%	-9%	2%[15.4 µM]	28%	13%	10%	-6%	4%

Limited to RGS4 inhibitor, for three of the compounds above:
SMILES,RGS4 inhibitor
Cc1noc(NS(=O)(=O)c2ccc(NC(=O)NC(C)(C(F)(F)F)C(F)(F)F)cc2)c1C,26%
CC1Cn2c(CCc3ccccc3)nnc2S1 (stereo unspecified),-6%
CN(C)CCNc1nc2sc3c(c2c(=O)n1-c1ccc(F)cc1)CCCCC3,-39%

Going on with the list.
SMILES	Pin1 inhibitor	GLS inh	JMJD2A Tudor	ERG Ets-DNA blk	HP1b binding inh	TrxR1 inh	12-LOX inh	RGS4 inhibitor	PGK inhibitor
CC1(C)CC(=O)C(N=Nc2cccc(S(=O)(=O)N3CCOCC3)c2)=C(O)C1	2%	3%	-11%	0%	17%	-3%	?	4%	5%
O=C(O)CN1C(=O)c2cccc3c(Br)ccc1c23	-5%	0%	1%	3%	46%[activator]	12%	?	1%	10%
CCN(CC)S(=O)(=O)c1ccc(S(=O)(=O)N2CCCC2)cc1	0%	1%	-4%[11.4 µM]	-20%	40%[activator]	23%[57.1 µM]	-1%	-8%	3%
Cc1cccc(C2C=C(c3ccc(F)cc3)Nc3nc4ccccc4n32)c1 (stereo unspecified)	?	-12%	13%	9%	120%[activator]	-17%[57.1 µM]	-35%	-9%	-9%
CCc1ccc(NC(=O)C(C)OC(=O)c2ccc(NS(=O)(=O)c3ccc(C)c([N+](=O)[O-])c3)cc2)cc1 (stereo unspecified)	4%	22%	-33%	-6%	-4%	-6%	?	11%	-1%
CCc1ccccc1NC(=O)N1CCc2ccccc21	-2%	0%	7%	-3%	38%	2%	-17%	-21%	-4%
O=C(O)c1ccc(/C=N/N2CCN(C3c4ccccc4-c4ccccc43)CC2)cc1	-7%	-2%	-15%[11.4 µM]	3%	-5%	-16%	?	15%[11.4 µM]	i
O=C1CC(C(=O)Nc2ccccc2)S/C(=N\NC(=O)c2ccccc2Cl)N1 (stereo unspecified)	4%	0%	-14%	-6%	36%	21%[57.1 µM]	0%	16%	3%
CS(=O)(=O)N1CCN(c2ccccc2NC(=O)Nc2cccc(Cl)c2)CC1	2%	4%	-14%	10%	19%	15%	15%	-2%	i
OC1(c2cccc(C(F)(F)F)c2)CCNCC1	3%	7%	4%	-7%	36%[activator]	-3%	0%	1%	3%
O=C1[C@@H]2Cc3c([nH]c4ccccc34)C(c3ccccc3)N2C(=O)CN1CCO (stereo partly specified)	-2%	-5%	-12%	-21%	16%	21%	-4%	-20%	-2%
COc1cc(/C=N/NC(=O)c2cccc(NC(=O)c3ccccc3)c2)ccc1O	0%	-2%	-16%	4%	57%[activator]	0%[57.1 µM]	-4%	-14%	3%
COc1ccc(C2CC(c3cccs3)=NN2C(=O)CSc2nc(=O)n3ccc(C)cc3n2)cc1 (stereo unspecified)	145%[activator]	8%	-11%	10%	11%	-27%	·	-37%	2%
Cc1nc(C)c(C(=O)OCC(=O)NCCc2ccc(S(N)(=O)=O)cc2)s1	6%	-1%	-14%	-5%	16%	-1%	414%[activator]	1%	-3%
CCc1ccc(-n2c(N3CCN(c4cccc(Cl)c4)CC3)nc3ccccc3c2=O)cc1	10%	-5%	-8%	-9%	24%	33%	-24%	13%	i
COC(=O)c1ccc(NC(=O)COc2cccc(-n3cnnn3)c2)cc1	30%[activator]	0%	-10%	5%	28%	-13%	17%	-11%	i
Cc1ccc2nc(N/N=C/c3ccco3)cc(C)c2c1	6%	14%	?	9%	-4%	?	?	-23%	-2%
O=C(NNC(=O)c1ccccc1O)c1ccc(S(=O)(=O)Nc2ccccc2)cc1	-1%	-3%	-18%	13%	38%	10%	?	-27%	-2%
N#Cc1cccc(CN2CCC(=O)N([C@H](CO)Cc3ccccc3)CC2)c1	-17%	-3%	-24%	1%	46%[activator]	11%&10%	0%	1%	-5%
Cc1cc(OCC(=O)N2CCC(C(=O)O)CC2)c2c(C)cc(=O)oc2c1	-1%	5%	-17%	-6%	13%	39%[activator]	17%	11%	1%
Cn1nnc2cc(NC(=O)NCc3ccc4c(c3)OCO4)ccc21	?	3%	-2%	·	3%	22%	4%	22%	·
Cn1c(=O)c2c(ncn2CCN(CCO)Cc2ccccc2)n(C)c1=O	-15%	-8%	-8%	-3%	16%	?	-25%	-15%	-8%
O=C(NCCCCCNC(=O)c1cccnc1)c1cccnc1	-10%	-21%	6%	0%	36%	-12%	-10%	-19%	i
Cc1ccc(N2CC(C(=O)N(C)CC(=O)Nc3ccc(Cl)c(C(F)(F)F)c3)CC2=O)cc1 (stereo unspecified)	21%	0%	-19%	7%	19%	3%	-11%	10%	i
CCOc1cc(-c2cn(S(=O)(=O)c3cccc4nsnc34)nc2N)cc(OCC)c1OCC	1%	-5%	?	-4%	-28%	9%	4%	4%	-6%
Cc1ccc(C)c(Cn2nnc3c(=O)[nH]c(C4CCN(C(=O)c5cccs5)CC4)nc32)c1	-2%	13%	-35%	4%	32%	-8%	0%	-6%	-3%
CCn1c(=O)c(C(=O)CC#N)c(N)n(Cc2ccccc2)c1=O	0%	-5%	2%	-2%	28%	-1%	-1%	-18%	-4%
O=C(COc1ccccc1)NNc1c2ccccc2nc2ccccc12	-2%	29%	-29%	-1%	-13%	18%[57.1 µM]	-24%	?	i
CCOc1ccc(-n2nc3cc(C)c(N)cc3n2)cc1	2%	-2%	2%	-26%	39%[activator]	6%	?	-33%	1%
CCN(CC)S(=O)(=O)c1ccc(N2CCCC2)c(NC(=O)c2ccc([N+](=O)[O-])o2)c1	5%	0%	?	-3%	-13%	4%[57.1 µM]	-4%	14%	0%
CCc1cccc2c(SC(C)C(=O)NCC3CCCO3)nc(-c3ccccc3)nc12 (stereo unspecified)	-2%	5%	-4%	·	13%	15%	0%	6%	4%
